Assay outcomes (PubChem BioAssay)
Gli-Sufu block: blocks Gli-Sufu signaling in a luciferase reporter. inhibition, % at 5 µM. Sufu-KO-LIGHT fibroblasts, Gli luciferase reporter luminescence. actives 0.74% (n = 340,000);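 active means inhibition above about 55%, limit read from the data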;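 further: 0% = DMSO-treated cells and 100% = wells with medium but no cells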
CCR6 antagonist: antagonists of human CCR6 receptor. P51684. CHO-K1 CCR6 PathHunter beta-arrestin, luminescence, CCL20-stimulated. inhibition, % at 20 µM. actives 0.49% (n = 340,000);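 active means compounds whose inhibition of the agonist-driven luminescence signal at 20 µM reaches about 50%, limit read from the data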;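 further: cells stimulated with CCL20 at 14 nM final; plate controls were DMSO with CCL20 for no effect and DMSO without agonist for full effect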
Target sequence (P51684 whole entry, looked up): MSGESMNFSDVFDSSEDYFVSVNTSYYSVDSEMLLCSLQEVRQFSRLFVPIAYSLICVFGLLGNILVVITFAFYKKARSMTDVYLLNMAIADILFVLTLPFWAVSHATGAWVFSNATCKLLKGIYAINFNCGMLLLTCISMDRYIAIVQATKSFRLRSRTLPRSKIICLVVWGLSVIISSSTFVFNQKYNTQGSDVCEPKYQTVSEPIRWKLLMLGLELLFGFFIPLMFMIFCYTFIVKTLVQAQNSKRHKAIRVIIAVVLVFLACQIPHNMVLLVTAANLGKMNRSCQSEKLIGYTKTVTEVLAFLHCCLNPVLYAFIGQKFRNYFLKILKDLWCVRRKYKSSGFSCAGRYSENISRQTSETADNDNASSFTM
697 NFkB inh: lowers PMA/ionomycin-induced NF-kB signal in 697 B cells; inhibition, % at 4 µM; actives 0.33% (n = 330,000); 697 B-cell NF-kB luciferase reporter, 16 h; in the data active means inhibition above about 35%
EBI2 block: EBI2 (human) antagonism | P32249 | EBI2 beta-arrestin recruitment, luminescence, 7a,25-OHC stimulated | inhibition, % at 5 µM | actives 0.81% (n = 360,000) | AID 651636; in the data active means inhibition above about 38%;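 further: enzyme fragment complementation signal reports receptor beta-arrestin coupling in cells; 0% = agonist plus DMSO wells and 100% = wells without agonist; some results beyond the cut were filed as inactive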
Target sequence (P32249 whole entry, looked up, the tested form may be a part): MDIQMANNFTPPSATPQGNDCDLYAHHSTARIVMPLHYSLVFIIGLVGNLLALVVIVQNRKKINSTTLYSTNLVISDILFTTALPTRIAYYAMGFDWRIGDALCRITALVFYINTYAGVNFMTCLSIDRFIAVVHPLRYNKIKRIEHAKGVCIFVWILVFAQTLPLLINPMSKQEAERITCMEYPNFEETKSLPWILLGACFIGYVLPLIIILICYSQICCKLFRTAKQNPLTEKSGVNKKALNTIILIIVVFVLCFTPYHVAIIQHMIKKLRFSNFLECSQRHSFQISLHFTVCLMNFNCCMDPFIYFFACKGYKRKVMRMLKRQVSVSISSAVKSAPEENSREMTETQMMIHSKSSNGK
Jurkat NFkB inh: lowers PMA/ionomycin-induced NF-kB signal in Jurkat cells; inhibition, % at 4 µM; AID 435003; actives 0.53% (n = 330,000); PMA/ionomycin-induced NF-kB luciferase reporter, luminescence; in the data active means inhibition above about 50%
Mdm2-MdmX inh: human Mdm2/MdmX binding inhibition; O15151+Q00987; SaOS-2 split-luciferase Mdm2/MdmX complementation, luminescence; inhibition, % at 8 µM; actives 3% (n = 330,000); AID 485346;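 active means inhibition of at least 50% at 8 µM in the primary screen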
CHOP UPR activ: activators of apoptotic arm of unfolded protein response (CHOP); activation, % at 10 µM; actives 0.34% (n = 330,000); CHO-CHOP luciferase reporter, UPR activation, luminescence; percent of tunicamycin response over DMSO baseline;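 active means at 10 µM dose, activation of 40% or more, normalized to positive control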;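 further: 100% = tunicamycin at 10 µg/mL and 0% = DMSO alone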
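Dosing – one dose, 10 µM in 0.5% DMSO · System – CHO-CHOP cells, stable luciferase reporter of PERK-eIF2a-CHOP signalling · Input – 500 cells/well · Control set – tunicamycin 10 µg/mL final as positive, DMSO-only wells as negative · Timing – 6 h compound treatment, 37 °C · Measure – % activation vs tunicamycin · Technique – luminescence read with Steady-Glo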
CXCR6 inh: blocks human CXCR6 beta-arrestin recruitment | O00574 | AID 602244 | CHO-K1 PathHunter CXCR6 beta-arrestin, luminescence | inhibition, % at 20 µM | actives 0.36% (n = 360,000); in the data active means inhibition above about 34%, passing the limit was not always enough;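 further: antagonist mode with CXCL16 agonist at 10 nM final; 0% = 10 nM CXCL16 with DMSO and 100% = unstimulated wells without agonist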
Target sequence (O00574 whole entry, looked up): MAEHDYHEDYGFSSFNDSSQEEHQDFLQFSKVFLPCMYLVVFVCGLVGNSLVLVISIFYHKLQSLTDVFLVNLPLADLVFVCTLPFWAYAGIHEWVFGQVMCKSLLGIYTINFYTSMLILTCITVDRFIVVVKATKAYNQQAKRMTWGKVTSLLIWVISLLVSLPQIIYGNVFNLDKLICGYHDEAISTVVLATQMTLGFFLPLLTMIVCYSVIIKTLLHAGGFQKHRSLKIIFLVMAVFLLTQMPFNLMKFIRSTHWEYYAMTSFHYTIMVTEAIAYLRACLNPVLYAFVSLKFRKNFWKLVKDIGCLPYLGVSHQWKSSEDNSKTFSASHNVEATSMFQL
UPR XBP1 act: adaptive UPR (XBP1) activation; CHO-XBP1 luciferase reporter, IRE1-XBP1 UPR activation, luminescence; percent of tunicamycin response, DMSO as zero; activation, % at 20 µM; actives 0.33% (n = 330,000);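 active means versus positive control, 20 µM dose yields 30% or more activation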;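 further: 100% = tunicamycin at 10 µg/mL and 0% = DMSO only wells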
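Material: CHO-XBP1 cells stably carrying IRE1-XBP1-driven luciferase reporter / Amount: 1000 cells per well / Compound: 20 µM, 1% DMSO / Times: 6 h treatment, 37 °C / Detection: luciferase luminescence / Measure: % activation of reporter signal versus tunicamycin and DMSO controls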
Numbers without * were called inactive; x = no result given.

The line under a structure holds: Gli-Sufu block	CCR6 antagonist	697 NFkB inh	CHOP UPR activ	Jurkat NFkB inh	Mdm2-MdmX inh	EBI2 block	CXCR6 inh	UPR XBP1 act
> O=[N+]([O-])c1ccc(NS(=O)(=O)N2CCOCC2)cc1
    3	22	10	-1.2	-3	-7	-2	7	-2
> c1ccc(-c2ccc(-c3nc(-c4ccncc4)no3)cc2)cc1
    -82	-10	-301	0.5	-94	-46	-17	-2	-7
> CCCCOc1ccc(CON(C(C)=O)C(C)=O)cc1Cl
    -8	0	14	3.6	-32	-8	-2	-2	0
> CCN(c1ccc2c(c1)OCO2)S(=O)(=O)c1cc(Br)cc2c1N(C(=O)C1CC1)CC2
    4	26	-5	-0.1	-13	-1	16	3	-2
> NC1=NC(=Nc2ccccc2)c2ccccc21
    2	3	-12	-1.0	2	25	1	6	0
> NS(=O)(=O)c1ccc(CCNC(=O)c2ccc3ccccc3n2)cc1
    -27	3	-33	2.8	-32	-35	-11	-6	3
> O=C(CCN1CCc2ccccc2C1)Nc1cccc(F)c1
    3	-1	-24	-0.2	4	33	-9	-2	-2
> Cc1ccc(C)c(NC(=O)C2CCCN2S(=O)(=O)c2ccc3c(c2)n(C)c(=O)c(=O)n3C)c1 (configuration not stated)
    -1	23	30	-0.4	10	21	0	-4	-2
> COc1ccc(NS(=O)(=O)c2ccc(C)c(C(=O)N3CCCCCCC3)c2)cc1
    -6	6	-13	-2.2	-4	13	7	2	0
> COC(=O)/C=C1/N/C(=N\c2nc(C)cc(C)n2)N(c2ccc(C)c(C)c2)C1=O
    9	5	11	-0.4	2	37	-6	7	-4
> CCOc1ccccc1-n1c(C)cc(C=O)c1C
    -27	7	10	-0.3	-9	12	-2	4	-4
> COc1cccc(Nc2nc(N)nc(CCl)n2)c1
    0	3	9	9.3	7	50	0	1	0
> COCCCNc1nc2c(-c3ccc(Cl)cc3)nnn2c2ccccc12
    -3	-13	-20	0.0	11	-6	1	4	-2
> CCOc1ccc(CNC(=O)C2CCN(S(=O)(=O)c3ccc4c(c3)CCCC(=O)N4)CC2)cc1
    12	-6	-25	-0.6	13	3	10	-8	-2
> O=C(/C=C/c1ccccc1Cl)c1ccc(O)cc1
    -36	16	-2	3.1	5	55*	7	11	6
> CC1CCN(C(=O)c2ccc(CNc3c(N4CCCC4)c(=O)c3=O)cc2)CC1
    -3	1	-21	0.0	-3	4	3	0	-2
> Cc1cc(NC(=O)c2sc(Nc3ccc(F)c(Cl)c3)nc2N)no1
    -7	2	-8	2.2	8	47	4	-1	0
> O=S(=O)(c1ccccc1Cl)N1CCC(Cc2ccccc2)CC1
    4	10	0	1.0	-7	-23	1	-5	-3
> CCOC(=O)CCC(NC(=O)c1ccc(CNc2nc3cc(C(F)(F)F)ccc3nc2C(=O)OCC)cc1)C(=O)OCC (configuration not stated)
    -8	-1	x	x	x	x	-7	-4	x
> N#C/C(=C/c1ccccc1[N+](=O)[O-])c1nnc2n1CCCCC2
    3	-10	-5	-1.7	5	7	-15	-5	-1
> COc1ccc(Cc2nnc(SCC(=O)Nc3ccc(C)cc3)n(N)c2=O)cc1
    4	9	0	2.5	4	0	9	0	0
> CSc1nc2ncnc(N)c2[nH]1
    2	-4	6	-0.6	12	5	7	-9	-2
> COc1ccccc1/C=C/CN1CCC(Oc2cc(C(=O)NC3CC3)ccc2OC)CC1
    31	19	6	1.9	10	22	12	7	-7
> O=C(Cn1c(NCCO)nc2ccccc21)NCCc1ccc(F)cc1
    5	9	8	1.0	4	33	5	2	-1
> Cc1cccc(CS(=O)(=O)c2ncc(Cl)c(C(=O)Nc3nnc(C(C)C)s3)n2)c1
    32	-8	-62	105*	17	96*	35	-2	-7
> CC(C)(C)CN1CCNC[C@H]1Cc1ccc(O)cc1
    -7	-7	-3	1.5	-6	-3	-6	-10	1
> O=C(NCCN1CCN(C(=O)c2ccc([N+](=O)[O-])cc2)CC1)C(=O)NCc1ccccc1
    21	-4	-4	4.3	8	1	-5	-11	-3
> CN(CCc1cnn(C)c1)Cc1cn[nH]c1-c1ccc(-c2ccccc2)cc1
    14	-1	-20	2.4	-18	23	-6	4	0
> CC1(C2CC2)NC(=O)N(CC(=O)N2CCN(c3ccc(F)cc3)CC2)C1=O (configuration not stated)
    -5	10	1	-1.7	-14	11	-8	4	-1
> Cc1ccc(C(C(=O)NC(C)(C)C)N(CCCN2CCOCC2)C(=O)c2ccc(-c3ccccc3)[nH]2)o1 (configuration not stated)
    1	-10	-15	2.2	-14	-9	3	-1	-2
> O=C(CSc1ccc(-c2cccnc2)nn1)N1CCCC1
    7	-7	21	0.4	5	-14	3	6	-2
> Cc1cc(C)nc(N/N=C/C=C/c2ccccc2)n1
    -14	-1	-12	6.0	-17	-15	-14	-2	1
> COc1ccc(S(=O)(=O)NCCc2ccco2)cc1OC
    3	1	6	0.8	-13	4	-18	-7	2
> CCC(Oc1ccccc1)C(=O)Nc1ccccc1N1CCCCC1 (configuration not stated)
    7	29	-6	-0.4	1	37	18	2	5
> CCNc1oc(-c2ccccc2F)nc1S(=O)(=O)c1ccccc1
    5	15	-46	1.5	-16	28	1	2	-6
> O=C(NCC1CCCO1)C(c1cccs1)N(C(=O)Cn1nnc(-c2cccs2)n1)C1CCCC1 (configuration not stated)
    -9	20	8	-0.3	19	5	2	0	2
> O=C(C1=C[C@@H](C2CCCCC2)C[C@@H](OCCCCO)O1)N1CCOCC1
    -4	12	2	0.3	-11	21	-7	-1	-2
> Cc1c(NC(=O)COc2ccc(C(C)C)cc2)c(=O)n(-c2ccccc2)n1C
    2	3	-26	1.0	-14	19	1	5	-1
> COC(=O)c1ccsc1NC(=O)CCc1ccccc1
    -27	26	-41	3.6	-58	-26	13	-7	2
> COc1ccc(Oc2ccccc2C=O)cc1
    1	16	21	0.1	11	29	-16	8	4
> CCc1ccc(OC(C)C(=O)Nc2ccccc2C(=O)N2CCOCC2)cc1 (configuration not stated)
    -11	11	-15	0.3	1	16	6	-5	-5
> C/C=C/Cn1c(SCc2ccccc2)nc2c1c(=O)[nH]c(=O)n2C
    13	-8	3	-1.9	9	17	12	2	10
> C=CCn1c(N)cc(=O)nc1SC(C)C(=O)Nc1cccc2ccccc12 (configuration not stated)
    4	15	12	-1.3	-4	28	7	15	-1
> CC(=O)Nc1ccc(S(=O)(=O)N2CCN(c3cc(C)nc4ncnn34)CC2)cc1
    0	-1	-9	-0.6	-11	-16	0	-12	3
> O=C(NC1CCCCC1)C1CCCN1S(=O)(=O)c1cccc2nsnc12 (configuration not stated)
    2	11	6	-0.4	15	10	5	0	2
> Cc1ccc(C(C)C)c(OCC(=O)NNC(=O)C2CSC3(C)CCC(=O)N23)c1 (configuration not stated)
    -4	-5	3	-0.3	17	14	7	5	1
> O=C(c1cc(COc2ccc(F)cc2Cl)on1)N1CCC(c2ccncc2)CC1
    27	4	-25	0.2	19	33	10	-3	2
> COc1cc(N)c2ncsc2c1
    -12	-7	x	x	x	x	-42	-20	x
> CCn1c(/C=C/c2cc(Br)ccc2O)nc2ccccc2c1=O
    4	-19	-14	0.6	0	46	-2	-2	2
> O=C(C1CCCN(S(=O)(=O)c2cccc3nonc23)C1)N1CCC(Cc2ccccc2)CC1 (configuration not stated)
    1	13	-16	-1.5	-10	19	4	0	-2

New compounds follow.
The line under a structure holds: Gli-Sufu block	CCR6 antagonist	697 NFkB inh	CHOP UPR activ	Jurkat NFkB inh	Mdm2-MdmX inh	EBI2 block	CXCR6 inh	UPR XBP1 act
> CCCc1cc(-c2nc(-c3ccc(C)cc3)cs2)ccn1
    -4	20	-20	3.1	15	27	25	-4	6
> O=C(Nc1cccc(Br)c1)C1CC(=O)N(C2CCCC2)C1 (configuration not stated)
    3	5	x	x	x	x	2	11	x
> O=C(CN1C(=O)c2cccc3cccc1c23)NCc1ccccn1
    -4	-1	-33	-0.4	-9	-28	-3	-1	-1
> Cc1cccc(-n2cnc3cc(C(=O)N4CCCCC4)ccc32)c1
    -45	13	-18	4.1	-32	-68	-15	4	-2
> O=C1c2cccnc2C(Nc2ccccc2)N1Cc1ccco1 (configuration not stated)
    -1	16	-16	1.9	-3	-2	-9	5	-1
> OCCC1CN(Cc2ccon2)CCN1Cc1ccc(F)c(F)c1 (configuration not stated)
    -9	4	5	-0.3	4	21	4	4	0
> CCSc1sc(CC)cc1C=O
    -7	-7	13	-0.1	-5	6	-10	4	1
> COc1ccc(CC(=O)NCc2nnc(SCC(=O)N3CCN(c4ccccc4)CC3)n2C)cc1
    1	6	x	x	x	x	-13	-3	x
> O=C(Nc1cccn2ncnc12)c1cccc(C(F)(F)F)c1
    -1	11	13	0.4	-3	19	-8	8	1
> Cc1ccc(OCC(=O)N/N=C/c2cccn2C)cc1
    -3	20	-2	0.9	-10	8	9	-5	-2
> O=C(CSc1nc(-c2ccccc2)c(-c2ccccc2)o1)NC1CCS(=O)(=O)C1 (configuration not stated)
    3	7	-1	1.2	-12	7	0	2	-3
> COc1ccc(N2CCN(C(=O)c3cccc(N4C(=O)C5C6C=CC(C6)C5C4=O)c3)CC2)cc1 (configuration not stated)
    -9	2	12	-3.9	-16	20	1	8	-3
> O=C(COc1ccc(/C=N/NS(=O)(=O)c2ccccc2)cc1)NCc1ccccc1
    -2	5	-60	0.5	-39	5	-9	-2	7
> O=C(CSc1cccc[n+]1[O-])CSc1cccc[n+]1[O-]
    56*	3	0	-1.7	-15	12	0	-1	8
> Cc1cc(OC(=O)N2CCOCC2)cc(C)c1Cl
    4	7	2	-1.6	-6	-8	-8	1	0
> COc1ccccc1N(CC(=O)NCCSCc1ccccc1)S(C)(=O)=O
    6	6	0	2.1	1	13	5	-13	2
> Cc1ccccc1NC(=O)C1CCN(S(=O)(=O)c2cccc3nonc23)CC1
    -8	5	-5	-0.4	4	-14	-3	5	-3
> CCCC(=O)NCc1cc(-c2nn(C)c(=O)c3ccccc23)ccc1OC
    6	-6	17	0.1	14	13	0	6	-3
> CCO[C@@H]1OC(C(=O)NCc2ccccc2)=C[C@H](c2cn(C(C)=O)c3ccccc23)[C@H]1CCCO
    11	8	-5	1.8	13	29	7	7	-4
> Cc1c(Cl)cccc1NC(=O)CSC(N)=O
    27	7	-1	-0.5	-1	-32	14	1	-1

Entries of single compounds from above. Screens in order: Gli-Sufu block, CCR6 antagonist, 697 NFkB inh, CHOP UPR activ, Jurkat NFkB inh, Mdm2-MdmX inh, EBI2 block, CXCR6 inh, UPR XBP1 act
O=C(COc1ccc(/C=N/NS(=O)(=O)c2ccccc2)cc1)NCc1ccccc1 is listed as -2, 5, -60, 0.5, -39, 5, -9, -2, 7
CCCC(=O)NCc1cc(-c2nn(C)c(=O)c3ccccc23)ccc1OC is listed as 6, -6, 17, 0.1, 14, 13, 0, 6, -3
COc1ccc(N2CCN(C(=O)c3cccc(N4C(=O)C5C6C=CC(C6)C5C4=O)c3)CC2)cc1 (configuration not stated) is listed as -9, 2, 12, -3.9, -16, 20, 1, 8, -3

(cont.)
The line under a structure holds: Gli-Sufu block	CCR6 antagonist	697 NFkB inh	CHOP UPR activ	Jurkat NFkB inh	Mdm2-MdmX inh	EBI2 block	CXCR6 inh	UPR XBP1 act
> COc1ccc(OC)c(-c2cnc(OC(C)(C)C)nc2OC(C)(C)C)c1
    15	21	-70	-0.6	49	38	5	8	5
> O=C(NCCc1c[nH]c2ccccc12)Nc1ccccc1
    -7	-11	-12	0.8	-17	-5	21	-4	3
> O=C(Nc1ccccc1O)c1nc(Cl)ccc1Cl
    50	-2	1	2.6	7	0	-7	-4	2
> Cn1nnnc1SCC(=O)N1CCN(Cc2ccccc2)CC1
    -12	4	17	3.1	4	-50	-5	-3	0
